# CDK5 inh = blocks human CDK5/p35 kinase activity | inhibition, % at 10 µM | hit rate 0.01% among 330,000 | AID 488839 | Q00535+Q15078 | Recombinant CDK5/p35, ADP-Glo luminescence, 60 min;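 active = highest replicate inhibition of at least 50% and at least 75% of replicates reaching 50%; inconclusive = only one of the two criteria met; inactive = both criteria failed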;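 note: plate controls were DMSO neutral control for no effect and GW8510 at 10 µM for full effect; many of its hits are not listed in these tables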
# Target sequence (Q00535 whole entry, looked up): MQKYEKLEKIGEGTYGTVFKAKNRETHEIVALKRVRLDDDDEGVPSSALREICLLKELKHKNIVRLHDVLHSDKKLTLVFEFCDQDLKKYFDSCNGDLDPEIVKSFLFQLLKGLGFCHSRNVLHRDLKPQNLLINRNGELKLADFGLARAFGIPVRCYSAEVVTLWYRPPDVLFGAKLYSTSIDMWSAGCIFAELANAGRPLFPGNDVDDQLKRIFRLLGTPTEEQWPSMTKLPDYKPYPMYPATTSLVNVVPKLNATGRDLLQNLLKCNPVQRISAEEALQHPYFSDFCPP
# Target sequence (Q15078 whole entry, looked up): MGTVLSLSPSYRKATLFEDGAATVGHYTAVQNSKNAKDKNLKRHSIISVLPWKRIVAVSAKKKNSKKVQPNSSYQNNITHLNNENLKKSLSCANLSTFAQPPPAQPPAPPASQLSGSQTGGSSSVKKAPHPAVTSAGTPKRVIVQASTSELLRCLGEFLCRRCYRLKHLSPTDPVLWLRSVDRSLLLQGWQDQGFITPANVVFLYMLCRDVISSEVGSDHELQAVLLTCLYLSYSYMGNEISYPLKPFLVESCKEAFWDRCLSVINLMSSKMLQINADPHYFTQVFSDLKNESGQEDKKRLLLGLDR
# dFosB act = enhances mouse delta FosB homodimer DNA binding; P13346; purified delta FosB, TAMRA-CDK5 oligo fluorescence polarization; percent of positive-control signal above neutral wells; activation, % at 25 µM; hit rate 0.99% among 340,000; AID 493131;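 active = mean activation above about 17%, with every replicate also reaching it, limit read from the data, passing the limit was not always enough; inconclusive = only one of the two conditions met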;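 note: fluorescence polarization rise as delta FosB binds a TAMRA Cdk5 AP-1 oligo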
# cardiac RTF act = cardiac RTF calcium sensitization. hit rate 0.24% among 340,000. activation, % at 7.2 µM. P19429+P45379. IANBD-labeled TnC RTF fluorescence at EC20 calcium; 0% EC20 calcium, 100% full calcium. AID 493008;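 active = activation above the mean over all tested compounds plus 3 SD, cut at about 30% in these data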;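 note: rise in fluorescence read as greater calcium sensitivity of cardiac thin filaments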
# V-ATPase pH = regulators of yeast V-ATPase proton transport; hit rate 0.37% among 350,000; S. cerevisiae, pHLuorin cytosolic pH fluorescence; response, % at 10 µM; in the data active = response mostly above about 7.3%, no sharp cut-off; inactive = mostly below about 5.4%; note: actives read high; inactives centre near 0; some compounds called inactive have numbers as strong as hits
# Tat export inh = blocks Tat-dependent protein export in E. coli. E. coli MC4100 TorA-mCherry Tat export, fluorescence. hit rate 0.036% among 340,000. inhibition, % at 10 µM. AID 488895;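 active = mean replicate inhibition at least 50% and at least half of replicates individually reaching 50%; inconclusive = only one of the two criteria met; inactive = neither criterion met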;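 note: exported cargo escapes ClpAP degradation while cytoplasmic cargo is degraded and loses fluorescence; 0% = median of neutral control wells and 100% = median of NaSCN control wells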
# CAL PDZ FP-1 = human CAL PDZ-peptide interaction inhibition; purified CAL PDZ, TMR-peptide fluorescence polarization, 1 h; inhibition, % at 20 µM; hit rate 0.02% among 330,000; AID 504414;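 active = highest replicate inhibition of at least 40%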;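 note: plate controls were DMSO neutral control wells for no effect and unlabeled competitor peptide control wells for full effect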
#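 Test system: purified CerCALP PDZ construct; Compound dosing: one concentration, 20 µM compound; Also added: TMR-labelled reporter peptide T*-PRC34 bound in PDZ groove; Read-out: inhibition from polarization loss; Controls: unlabelled peptide and DMSO controls; Signal: FP readout, S and P plane fluorescence; Incubation: 1 h at RT.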
# Wnt bcat act = activates Wnt/beta-catenin signaling in a reporter cell assay. activator, plate reader. activation, % at 9.35 µM. hit rate 1.2% among 300,000. AID 743398; in the data active = activation above about 30%, passing the limit was not always enough; inconclusive = no clear call, values can overlap the other calls;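 note: 0% = neutral control wells and 100% = positive control wells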
# Rtt109 Vps75 = blocks Candida albicans Rtt109/Vps75 acetyltransferase activity; inhibition, % at 34.9 µM; purified Rtt109/Vps75, ThioGlo CoA-SH fluorescence, 4 h; hit rate 0.16% among 330,000; Q5AAJ8; AID 540336;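 active = inhibition of at least 50% in every replicate; inconclusive = best replicate reaches 50% inhibition but some replicates fall short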
# Target sequence (Q5AAJ8 whole entry, looked up): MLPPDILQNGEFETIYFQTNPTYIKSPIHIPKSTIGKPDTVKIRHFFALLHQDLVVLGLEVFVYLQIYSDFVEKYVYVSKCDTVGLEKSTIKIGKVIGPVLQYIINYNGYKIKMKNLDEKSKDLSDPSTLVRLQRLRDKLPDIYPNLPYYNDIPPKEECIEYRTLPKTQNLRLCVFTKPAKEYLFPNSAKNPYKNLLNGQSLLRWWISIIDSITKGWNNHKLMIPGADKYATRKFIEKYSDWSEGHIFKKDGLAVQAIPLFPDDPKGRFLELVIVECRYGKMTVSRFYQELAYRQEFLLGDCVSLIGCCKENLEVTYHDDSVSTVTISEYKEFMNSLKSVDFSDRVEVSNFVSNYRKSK
# MITF TRPM1 HTS = increases MITF-driven TRPM1 promoter luciferase signal; hit rate 0.75% among 300,000; activation, % at 12.5 µM; AID 588334; SK-MEL-5 TRPM1-promoter luciferase, 24 h; % of positive control, neutral wells = 0;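 active = mean activation of at least 80% with every replicate also reaching 80%; inconclusive = mean reaches 80% but some replicate falls short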;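 note: 0% = neutral control wells and 100% = parthenolide positive control wells; values of inactives mirror those of a sister screen read the other way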
# CAL PDZ FP-2 = blocks peptide binding to the human CAL PDZ domain | purified CAL PDZ, TMR-peptide fluorescence polarization, 1 h | inhibition, % at 24.9 µM | hit rate 0.92% among 300,000 | AID 602252;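 active = mean inhibition of at least 30% with at least half of replicates also reaching 30%; inconclusive = no clear call, values can overlap the other calls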;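 note: 0% = DMSO neutral control and 100% = excess unlabeled competitor peptide PRC23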
# Active calls of the source: *; ? = inconclusive; · = no result given; & = joins results of further samples.
SMILES,CDK5 inh,dFosB act,cardiac RTF act,V-ATPase pH,Tat export inh,CAL PDZ FP-1,Wnt bcat act,Rtt109 Vps75,MITF TRPM1 HTS,CAL PDZ FP-2
CCc1cccc2c1NC(=O)C21N2CCCC2C(C(=O)c2ccc3ccccc3c2)C12C(=O)Nc1ccccc12 (stereo unspecified),0.1,-4,7,-3,-6,-0.3,-3,7,29,3
Cc1ccc(S(=O)(=O)n2ccc(OC(=O)c3cccs3)n2)cc1,-0.8,-7,4,-1,3,-1.6,4,1,-1,-4
CC(C)Nc1cc(N2CCCC2)ccc1[N+](=O)[O-],-1.8,-8,1,3,6,-3.6,1,-4,-16,-3
O=C(NCCN1Cc2ccccc2C1=O)c1cccs1,-0.5,-4,-6,12,-9,0.2,·,8,23,·
Cc1ccc(-c2nnc(Oc3cccc(C)c3)c3ccccc23)cc1,1.2,-1,2,3,1,-1.1,2,-13,41,·
COc1ccc(CNC(=O)c2[nH]c(C)c(C(C)=O)c2C)cc1,-1.8,7,-5,0,2,-2.1,-1,-9,8,-3
O=C(O)c1ccccc1Nc1cccc(OCc2ccc3ccccc3n2)c1,-0.6,-8,1,2,3,0.4,12,5,1,0
Cc1nnc(N(C)C(=O)c2cnccn2)s1,1.1,-8,0,4,-9,-0.6,5,0,5,1
CCOC(=O)c1sc(NC(=O)c2ccc(C)o2)nc1C,-0.2,-26,-1,1,2,-3.0,·,-6,11,-4
CC1CCN(C(=O)Cn2cc(C(=O)c3ccco3)c3ccccc32)CC1,-6.5,-9,6,3,19,·,0,7,·,-1
O=C1OCc2cc(NC(=O)C3COc4ccccc4O3)ccc21 (stereo unspecified),-1.1,-1,3,-1,-7,-3.3,4,1,32,2
O=C(NCC1CCCO1)c1cc2n(n1)C(C(F)(F)F)CC(c1ccc(Br)cc1)N2 (stereo unspecified),-2.3,0,-4,-1,12,-0.3,-3,-1,8,1
Cc1c(NC(=O)c2cc(-c3ccc(F)cc3)on2)c(=O)n(-c2ccccc2)n1C,-0.5,-5,-4,-4,0,-1.5,1,1,5,5
Cc1ccccc1C(=O)NCC(=O)NNC(=S)NC(=O)c1ccccc1C,-0.6,-3,4,0,-2,0.3,-5,3,-1,4
O=c1[nH]c2ccc(Cl)cc2c(-c2ccccc2)c1CN1CCOCC1,-1.5,-1,3,-5,-7,-3.1,-15,3,-2,-2
CC(/C=C/c1ccco1)=N/NC(=O)CNc1ccccc1C,1.0,-12,-6,-2,-4,-4.0,-3,9,-6,-5
O=C1S/C(=C\c2ccccc2)C(=O)N1CC(O)Cn1c2ccccc2c2ccccc21 (stereo unspecified),-0.2,-10,10,1,0,-1.3,·,3,-4,-7
CN(C)CCNS(=O)(=O)c1ccc(N2CCN(c3ccc(F)cc3)CC2)c([N+](=O)[O-])c1,-3.1,1,7,3,0,0.9,-1,-4,-8,-5
Fc1ccc(NCc2cccnc2)cc1F,-4.1,6,5,-1,7,-1.4,-6,1,11,-2
COc1ccc(CNC(=O)c2c(C)nc3ccccn23)cc1,1.1,-2,-5,-1,-6,-0.3,7,11,0,-4
COC(=O)c1cn(NC(=O)C2CCC(C)CC2)c(=O)c2ccccc12 (stereo unspecified),1.0,-2,11,0,-2,-0.8,1,-13,·,3
COC(=O)Nc1ccc(S(=O)(=O)N2CCC(C(=O)N3CCC(C)CC3)CC2)cc1,3.2,-4,3,-1,-4,-3.0,-3,14,-8,5
O=C(Cc1ccc([N+](=O)[O-])cc1)c1c(O)cc(O)cc1O,-1.3,-2,-2,0,-2,-1.7,25,7,-3,-3
CCc1[nH]nc2c1C1(CCN(C(=O)OCc3ccccc3)CC1)C(C#N)=C(N)O2,-0.4,-2,-3,3,2,0.4,0,1,8,-3
Cn1cccc1C(=O)NC(=O)COC(=O)CNS(=O)(=O)c1ccc(Br)cc1,2.5,5,-1,-1,5,0.2,·,6,6,-3
COc1ccccc1-c1ccc(SCC(=O)Nc2cc(C)on2)nn1,3.0,-5,0,-1,1,-0.2,-1,8,-6,1
Cc1cc(Br)ccc1SCC(=O)OCC(=O)c1c(N)n(C)c(=O)n(C)c1=O,-2.1,-24,-2,4,2,0.0,-1,-3,2,-5
CCCc1cc(C(=O)Nc2cccc(Cl)c2C)no1,1.4,5,-3,-2,0,-2.8,14,12,50,-2
Cc1cc(NC(=O)CCC(=O)N(CC(=O)NC2CCCC2)Cc2ccc(F)cc2)no1,-0.5,-2,5,3,-9,·,-9,8,-8,0
O=C(CNCc1ccc(Cl)cc1)Nc1ccc2c(c1)OCCO2,-4.2,1,9,-2,-1,-1.0,8,11,2,-1

# Some of these compounds in order of the dFosB act value, low to high.
compound | CDK5 inh | dFosB act | V-ATPase pH | Tat export inh | CAL PDZ FP-1 | Wnt bcat act | Rtt109 Vps75 | MITF TRPM1 HTS | CAL PDZ FP-2
COc1ccccc1-c1ccc(SCC(=O)Nc2cc(C)on2)nn1 | 3.0 | -5 | -1 | 1 | -0.2 | -1 | 8 | -6 | 1
COC(=O)Nc1ccc(S(=O)(=O)N2CCC(C(=O)N3CCC(C)CC3)CC2)cc1 | 3.2 | -4 | -1 | -4 | -3.0 | -3 | 14 | -8 | 5
Cn1cccc1C(=O)NC(=O)COC(=O)CNS(=O)(=O)c1ccc(Br)cc1 | 2.5 | 5 | -1 | 5 | 0.2 | · | 6 | 6 | -3

# The list goes on:
SMILES,CDK5 inh,dFosB act,cardiac RTF act,V-ATPase pH,Tat export inh,CAL PDZ FP-1,Wnt bcat act,Rtt109 Vps75,MITF TRPM1 HTS,CAL PDZ FP-2
CCn1c(COc2ccccc2C)nnc1SCC(=O)NC1CCCC1,-0.9,-3,-3,-5,-1,-0.7,-1,10,-5,-3
O=c1oc2ccc(C#CC3(O)CCCCC3)cc2cc1-n1cc(-c2ccsc2)nn1,-0.6,-6,0,7,-3,-5.1,-2,-6,2,-1
CC(C)(C)OC(=O)COc1cc(OCC(=O)OC(C)(C)C)c2c(=O)cc(-c3ccccc3)oc2c1,4.0,-17,3,-1,6,-3.5,-6,44,7,-2
CN(C)/C=C/C(=O)c1cnc(-c2ccccc2Cl)s1,-0.2,0,6,0,3,-1.7,10,-11,79,2
CC1(C)Cc2c(sc3[nH]c(=S)[nH]c(=O)c23)CO1,0.1,1,3,-1,-4,-0.6,0,4,-4,-3
COc1cc(NC(=O)c2csc(-c3ccncc3)n2)cc(C(=O)Nc2cccc(C(F)(F)F)c2)c1,-0.5,?,-9,-2&4,-5,-1.4,-1&0,2,-2,-5
COc1cc(C2NC(=O)C(C#N)=C(S)N2c2ccc(C)cc2)ccc1OC(C)C (stereo unspecified),-0.7,-5,-1,0,14,-0.2,·,?,·,·
CCn1ncc(/C=N\NC(=O)c2ccc3c(c2)c(C)c(C)n3Cc2ccccc2)c1C,-0.9,-4,1,0,0,1.1,-3,7,-8,-2
COC(=O)c1[nH]c2ccc(Cl)cc2c1NC(=O)CN1CCc2cc(OC)c(OC)cc2C1,-2.4,6,-4,1,6,·,·,11,-17,-5
CN(C)CCCCOc1ccccc1F,0.9,-2,6,5,4,0.5,-1,-23,-7,3
Cc1ccc(C)n1NC(=O)c1cccs1,0.6,5,-3,-2,-2,-0.7,·,7,-2,-3
CN(Cc1cccs1)C(=O)/C=C/c1ccccc1[N+](=O)[O-],0.7,-14,7,-1,1,-3.8,1,-3,5,-1
COc1ccc(N2CCN(CCC(O)c3ccc4ccccc4c3)CC2)cc1 (stereo unspecified),0.3,-5,-6,1,-17,-1.2,-2,2,7,2
O=C1CN(C(=O)c2cc([N+](=O)[O-])ccc2Cl)C(c2ccc(F)cc2)c2cc(F)ccc2N1 (stereo unspecified),-4.9,-4,2,-1,13,0.0,·,1,0,-2
CC(Nc1nc(-c2ccc3c(c2)NC(=O)CO3)cs1)c1ccccc1 (stereo unspecified),1.0,-2,0,-2,-1,0.9,·,3,33,0

# Limited to CAL PDZ FP-2, for some of the entries so far:
molecule,CAL PDZ FP-2
O=C(CNCc1ccc(Cl)cc1)Nc1ccc2c(c1)OCCO2,-1
O=c1oc2ccc(C#CC3(O)CCCCC3)cc2cc1-n1cc(-c2ccsc2)nn1,-1
Cc1nnc(N(C)C(=O)c2cnccn2)s1,1
O=C1OCc2cc(NC(=O)C3COc4ccccc4O3)ccc21 (stereo unspecified),2

# (more compounds)
SMILES,CDK5 inh,dFosB act,cardiac RTF act,V-ATPase pH,Tat export inh,CAL PDZ FP-1,Wnt bcat act,Rtt109 Vps75,MITF TRPM1 HTS,CAL PDZ FP-2
CC(=O)N1CC[n+]2c(-c3ccc(Cl)cc3Cl)csc21,0.5,-8,-3,-3,-2,-2.2,-8,?,5,2
Cc1ccc(-n2[nH]c(C)c(C=Nc3ccc4[nH]c(=O)[nH]c4c3)c2=O)cc1C,-0.3,-7,-5,-4,5,-0.3,·,-7,13,·
CCCCNC(=O)CN(c1ccc(Cl)c(Cl)c1)S(C)(=O)=O,1.5,-3,3,-2,-3,-0.2,·,-9,-4,-2
CCCN1CCN(C(=O)c2oc3c(Cl)cccc3c2C)CC1,-2.7,-7,1,-2,16,-4.1,0,1,3,-2
CC1CCc2c(nc3ncnn3c2N2CCN(c3ccccc3F)CC2)C1 (stereo unspecified),-0.4,4,-5,-2,-4,-1.1,4,1,4,0
Cc1ccc(NC=C(S(=O)(=O)c2ccccc2)S(=O)(=O)c2ccccc2)c(C)c1,0.5,1,4,0,-3,-0.4,·,0,-6,-2
COc1ccc(CN2C(=O)CC(Cc3cc(C)cc(C)c3)C2=O)cc1OC (stereo unspecified),0.2,2,0,0,0,-0.9,-1,-13,0,1
CC1=C(C)CC(C(=O)c2ccccc2)C(C(=O)O)C1 (stereo unspecified),2.0,6,-5,1,4,0.3,-2,2,4,-6
C=CCn1c(-c2cccn(Cc3ccccc3)c2=O)n[nH]c1=S,-1.7,5,-4,-1,16,-0.8,·,16,-6,·
NC(=O)NCc1cccnc1,2.9,9,-4,-1,-6,·,-1,0,9,-1
CCN(CC(=O)Nc1ccc(NC(C)=O)cc1)C(=O)C1COc2ccccc2O1 (stereo unspecified),0.9,-7,3,2,-8,-1.9,-2,-25,7,-4

# Source: PubChem BioAssay
